Screening results deposited in PubChem by National Center for Advancing Translational Sciences (NCATS).
GALK inh – blocks human galactokinase activity; P51570; Purified GALK, Kinase-Glo residual ATP luminescence; Potency, µM (highest dose often 57.5 µM), for inactives: top-dose activity change, negative = inhibition, usual class: inhibitors; 270,000 tested, 0.007% active; AID 1868; note: potency is the fitted concentration of half-maximal effect; % is set by controls: 0 for no effect and ±100 for the full control effect
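Luminescence from leftover ATP (Ultra-Glo luciferase/luciferin) served as read-out after a 1 h room-temperature reaction of 5 nM GALK with 35 uM ATP and 100 uM galactose.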
Integrin act MD – integrin-mediated muscular dystrophy alleviation activation; alpha7betagal myoblasts, beta-gal FDG fluorescence, 48 h; Potency, µM (titrated, usually from 38.3 µM), without a hit: top-dose activation, hits mostly activators; 350,000 tested, 0.064% active;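 note: potency is the fitted concentration of half-maximal effect; 100% = response of the positive control SU9516; nearly all actives have a fitted effect of over 60% in size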
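Alpha7betagal+/- myoblasts (passage 13) were plated 16-24 hr, then exposed to compounds (1:260 dilution of DMSO stock) for 48 hours at 37C. After MPER lysis, β-galactosidase reporter activity was read as FDG fluorescence (ex 480/em 540) after 30 minutes.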
FBPA coupling cs – inhibits coupling enzyme system, counter-screen for aldolase hits. coupling enzyme system counterscreen, AmpLite Red fluorescence. 290,000 tested, 0.67% active. activity change, negative = inhibition, % at 58.2 µM, hits read low; in the data active = activity change below about -30%; note: % is set by controls: 0 for no effect and ±100 for the full control effect
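Final compound at 57.5 uM, incubated 10 min at RT with coupling enzyme reagent (glyceraldehyde-3-phosphate), then 20 min with substrate and AmpLite Red detection. Fluorescence read at 525/598 nm; tests interference with the coupling assay, not aldolase inhibition.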
PTAP TSG101 blk – blocks PTAP/TSG101 interaction to inhibit HIV-1 budding; Q99816; Fluorescence polarization, FITC-PTAP peptide / Tsg101 binding; Potency, µM (doses to about 115 µM), inactives show at the highest dose activity change, negative = inhibition, usual class: inhibitors; 340,000 tested, under 10 active; active = well fitted inhibition curve with a large enough effect in the main read-out, with a control signal flat, not every such curve was filed as active; inconclusive = small, poorly fitted or top-dose-only effect, or effect the other way, or a change in a side signal; inactive = no such curve, though single readings can be large or run the other way; note: potency is the fitted concentration of half-maximal effect; % of control where 0% means no effect
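Steps: Tsg101 binding domain dispensed (10 uM final), compounds pinned in DMSO, FITC-labeled PTAP-motif peptide added (50 nM final); after 20 min binding at room temperature, polarization measured.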
Chronic BCR inh – inhibitors of chronic active B-cell receptor signaling | ABC-DLBCL IkBa-CBG/CBR reporter, luminescence ratio, 4 h | Potency, µM (top dose mostly 46.1 µM), for the others: at the highest dose ratio change, negative = lower green/red ratio, usual class: inhibitors | 340,000 tested, 0.05% active | AID 493014; active = well fitted inhibition curve with a large enough effect in the signal ratio, with a control signal flat, not every such curve was filed as active; inconclusive = small, poorly fitted or top-dose-only effect, or effect the other way, or a change in a side signal; the % refers to the signal ratio;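 note: potency is the fitted concentration of half-maximal effect; plate controls were basal doxycycline-induced cells for no effect and cells given 10 µM MG132 for full effect; MG132 reads +100%, hits lower the ratio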
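TMD8 ABC-DLBCL cells carrying doxycycline-inducible green luciferase fused to IkappaBalpha plus unfused red luciferase were exposed to compounds (up to 46 uM) for 4 hrs at 37C. Activity came from the overlap-corrected green/red luminescence ratio.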
Tb PFK inh – blocks T. brucei phosphofructokinase; O15648; T. brucei PFK, ADP-Glo luminescence; Potency, µM (series often up to 57.5 µM), without a hit: top-dose activity, negative = inhibition, hits mostly inhibitors; 330,000 tested, 0.17% active;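 note: potency is the fitted concentration of half-maximal effect; 0% = uninhibited 1x PFK enzyme wells and -100% = no-enzyme wells; nearly all actives have a fitted effect of over 60% in size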
Target sequence (O15648 whole entry, looked up): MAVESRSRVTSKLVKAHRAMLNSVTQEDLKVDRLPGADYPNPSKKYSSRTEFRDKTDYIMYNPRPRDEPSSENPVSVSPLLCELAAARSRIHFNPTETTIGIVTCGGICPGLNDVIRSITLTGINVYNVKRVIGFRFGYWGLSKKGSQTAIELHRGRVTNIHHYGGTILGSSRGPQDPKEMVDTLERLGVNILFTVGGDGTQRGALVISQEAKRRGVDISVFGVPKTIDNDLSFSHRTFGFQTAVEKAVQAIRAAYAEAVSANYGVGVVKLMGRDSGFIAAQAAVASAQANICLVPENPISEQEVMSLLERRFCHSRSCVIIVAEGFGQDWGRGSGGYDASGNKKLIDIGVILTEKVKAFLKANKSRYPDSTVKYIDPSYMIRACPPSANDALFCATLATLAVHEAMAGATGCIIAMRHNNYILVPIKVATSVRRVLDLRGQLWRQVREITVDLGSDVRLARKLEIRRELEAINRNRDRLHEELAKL
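Activity is normalized to no-enzyme wells (full inhibition) and 1.25 nM enzyme wells (no inhibition). Reaction: 0.5 mM F6P, 0.1 mM ATP, 45 min RT, ADP-Glo luminescence; concentration-response curves fitted and classed by quality.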
ASM inhibitor – human S-ASM enzyme inhibition | P17405 | placental ASM, HMU-PC fluorogenic substrate, 60 min | Potency, µM (titrated, usually from 57.5 µM), for inactives: at the top dose activity change, negative = inhibition, usual class: inhibitors | 340,000 tested, 0.006% active | AID 504937; note: potency is the fitted concentration of half-maximal effect
Target sequence (P17405 47-631 limits assumed): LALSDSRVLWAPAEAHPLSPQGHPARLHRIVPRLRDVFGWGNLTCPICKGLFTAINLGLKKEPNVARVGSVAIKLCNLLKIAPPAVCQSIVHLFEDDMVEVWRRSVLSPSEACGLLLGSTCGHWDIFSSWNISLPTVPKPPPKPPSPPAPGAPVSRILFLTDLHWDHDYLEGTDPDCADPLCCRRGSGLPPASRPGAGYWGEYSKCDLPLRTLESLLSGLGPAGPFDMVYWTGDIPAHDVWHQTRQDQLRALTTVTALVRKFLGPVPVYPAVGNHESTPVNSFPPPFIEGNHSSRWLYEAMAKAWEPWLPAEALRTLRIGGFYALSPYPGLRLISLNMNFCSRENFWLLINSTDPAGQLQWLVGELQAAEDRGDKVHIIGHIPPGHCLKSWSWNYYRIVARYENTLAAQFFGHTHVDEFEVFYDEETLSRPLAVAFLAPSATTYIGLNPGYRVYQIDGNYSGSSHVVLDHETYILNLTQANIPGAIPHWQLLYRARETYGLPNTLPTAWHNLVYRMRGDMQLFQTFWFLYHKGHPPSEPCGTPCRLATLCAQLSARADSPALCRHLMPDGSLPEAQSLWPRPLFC
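Human placenta-derived ASM enzyme was preincubated with compound for 10 minutes at room temperature, then given fluorogenic substrate HMU-PC0 (9 uM final) for 60 minutes at 37 °C; a pH 10 stop preceded fluorescence reading at Ex 386/Em 447 nm.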
PKM2 activator – PKM2 (human) enzyme activation; P14618; purified PKM2, Kinase-Glo ATP luminescence, activation; response scale: 0% is enzyme alone, no compound; Potency, µM (titrated, usually from 57.5 µM), for the others: top-dose activation, hits mostly activators; 260,000 tested, 0.34% active; AID 1631; note: potency is the fitted concentration of half-maximal effect; % is set by controls: 0 for no effect and ±100 for the full control effect; nearly all actives have a fitted effect of over 55% in size
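Kinase-Glo luminescence reports ATP generated from ADP (0.1 mM) and PEP (0.5 mM) by purified hPK-M2 after 1 h at room temperature, pH 7.2 imidazole buffer; intermediate enzyme activity allows detecting inhibitors and activators.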
B2AR arrestin – beta2AR (human) beta-arrestin recruitment activity; Potency, µM (series often up to 46.1 µM), for inactives: top-dose activation, most hits filed as activators; beta-arrestin recruitment to beta2AR, cell-based reporter; AID 492947; 330,000 tested, 0.02% active; P07550;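 note: potency is the fitted concentration of half-maximal effect; 0% = DMSO controls and full agonism = EC100 isoproterenol or metaproterenol; nearly all actives have a fitted effect of over 65% in size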
Menin MLL FP TR – menin-MLL binding inhibition, Texas Red mutant peptide. Potency, µM (series often up to 61.6 µM), inactives show at the top dose FP activity change, negative = inhibition, hits mostly inhibitors. 270,000 tested, 0.23% active. AID 1768. O00255. Menin + Texas Red MLL mutant peptide, fluorescence polarization; active = well fitted inhibition curve with a large enough effect in the polarisation, with a control signal flat, not every such curve was filed as active; inconclusive = small, poorly fitted or top-dose-only effect, or effect the other way, or a change in a side signal; inactive = no such curve, though single readings can be large or run the other way; the % refers to the polarisation; note: potency is the fitted concentration of half-maximal effect; % of control where 0% means no effect; many of its hits are not listed in these tables
Giardia killer – kills Giardia lamblia; activity change, % at 7.66 µM, hits read low; AID 540267; Giardia lamblia trophozoite viability; 340,000 tested, 0.15% active; in the data active = activity change below about -80%; inconclusive = between about -30% and that limit;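 note: parasites exposed to compound for two days anaerobically before the ATP read; % is set by controls: 0 for no effect and ±100 for the full control effect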
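Each well holds 100 Giardia trophozoites and compound. After two days (48 hrs) at 37 deg C in anaerobic conditions, ATP is quantified by luminescence.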
Starred values were filed as active, the others as inactive; ? = inconclusive; nt = no result given; [ ] = another dose, or the depositor's remark. Unless noted, calls come from the whole dose curve; as a rule, active = well fitted curve in the direction sought with a large enough effect; inconclusive = small, poorly fitted or top-dose-only effect, or another doubt; inactive = no such curve, though single readings can be large; an effect the other way counts as inactive or inconclusive. A portion of the library (hit frequency here may not be typical).

Every second line gives: GALK inh	Integrin act MD	FBPA coupling cs	PTAP TSG101 blk	Chronic BCR inh	Tb PFK inh	ASM inhibitor	PKM2 activator	B2AR arrestin	Menin MLL FP TR	Giardia killer
1	CSCC[C@H](NC(=O)[C@H]1N2C(=O)c3ccccc3C2SC1(C)C)C(=O)NCc1ccncc1 (stereo not given in full)
  8%	4%	nt	-2%	0%	-7%	7%	nt	0.4%	nt	-4
2	CCOC(=O)c1c(N)sc(C(O)(C(F)(F)F)C(F)(F)F)c1-c1ccc(OC)cc1OC
  6%	0%	-2	-12%	-5%	3%	-10%	10%	-0.6%	11%	6
3	CCN(CC)S(=O)(=O)c1ccc(C(=O)NCc2n[nH]c(=S)n2Cc2ccccc2)cc1
  3%	-5%	6	nt	3%	-12%	5%	-6%	0.3%	7%	-9
4	CCOc1ccc2nc(NC(=O)CSCC(=O)Nc3cc(C)on3)sc2c1
  nt	-4%	nt	0%	19%	-3%	2%	nt	-0.2%	nt	3
5	CCOC(=O)C1=C(C)Nc2ccccc2N=C1NC(=O)c1ccc(Cl)c(S(=O)(=O)N2CCCC2)c1
  0%	-21%	-1	14%	4%	-7%	-1%	-1%	-0.1%	0%	13
6	O=[N+]([O-])c1ccc(N2CCN(S(=O)(=O)c3ccc4ccccc4c3)CC2)cc1NCC1CCCO1 (stereo not given)
  3%	12%	-1	-1%	?	-5%	-8%	-2%	0.0%	-7%	-30
7	Cc1cc(SCNC(=O)c2ccccc2)nc(C(C)C)n1
  0%	16%	0	-1%	?	-4%	-1%	2%	0.0%	1%	28
8	CCCN(C(=O)c1ccc(N2CCCC2=O)cc1)c1c(N)n(Cc2ccccc2)c(=O)[nH]c1=O
  nt	7%	nt	-2%	-10%	-2%	9%	nt	0.0%	nt	14
9	COc1ccc(-c2cc(-c3nnc(COC(=O)C4CC4C)o3)c3ccccc3n2)cc1OC (stereo not given)
  -2%	-3%	-2	-3%	12%	-2%	46%[activator]	-12%	-0.4%	1%	-12
10	Cc1cc(/C=N/NC(=O)COc2cccc3cccnc23)c(C)n1-c1ccc(O)cc1
  2%	2%	9	-2%	0%	0%	2%	1%	-0.8%	3%	14
11	O=S(=O)(c1ccccc1)c1nc(-c2ccccc2F)oc1NCc1cccnc1
  1%	?	4	-4%	?	-3%	10%	2%	-0.1%	-7%	0
12	CCCN(CCC)C(=O)Nc1ccc(F)cc1F
  5%	14%	1	3%	?	-8%	3%	-8%	-0.6%	nt	1
13	O=C(Cn1cnc2ccccc21)OCC(=O)N1CCc2ccccc2C1
  6%	14%	0	0%	0%	1%	-1%	-1%	0.1%	-4%	24
14	Cc1ccc(S(=O)(=O)N2CCN(c3nc(CN4CCCC4)nc4sc(C)c(C)c34)CC2)cc1
  nt	-50%[inhibitor]	nt	1%	2%	0%	-1%	nt	0.3%	nt	-10
15	Cc1csc(SCC(=O)Nc2ccc(C)c(F)c2)n1
  nt	-34%	nt	0%	7%	-5%	0%	nt	0.6%	nt	-6

Continued; the last 3 above are carried over.
Every second line gives: GALK inh	Integrin act MD	FBPA coupling cs	PTAP TSG101 blk	Chronic BCR inh	Tb PFK inh	ASM inhibitor	PKM2 activator	B2AR arrestin	Menin MLL FP TR	Giardia killer
13	O=C(Cn1cnc2ccccc21)OCC(=O)N1CCc2ccccc2C1
  6%	14%	0	0%	0%	1%	-1%	-1%	0.1%	-4%	24
14	Cc1ccc(S(=O)(=O)N2CCN(c3nc(CN4CCCC4)nc4sc(C)c(C)c34)CC2)cc1
  nt	-50%[inhibitor]	nt	1%	2%	0%	-1%	nt	0.3%	nt	-10
15	Cc1csc(SCC(=O)Nc2ccc(C)c(F)c2)n1
  nt	-34%	nt	0%	7%	-5%	0%	nt	0.6%	nt	-6
16	O=C(c1cccc(C(F)(F)F)c1)C1CCCN(C(=O)CCCN2CCCC2=O)C1 (stereo not given)
  -1%	3%	1	0%	-10%	1%	3%	-4%	0.3%	-5%	1
17	CCOc1ccc(N(CC(=O)NCCSCc2ccc(Cl)cc2)S(C)(=O)=O)cc1
  0%	0%	-1	4%	-9%	1%	-5%	5%	0.0%	20%	-11
18	CCOC(=O)c1cc(CC)sc1/N=C/C1=C(O)CCCC1=O
  0%	6%	0	-2%	-1%	-2%	12%	-7%	3.3%	1%	5
19	COCCNCCCOc1ccc(C)cc1Br
  4%	-30%	-5	-9%	-10%	-12%	-7%	-1%	-1.2%	48%[activator]	-8
20	O=C(CC1CCCCC1)N1CCN(c2ccccn2)CC1
  -3%	-29%	4	-1%	?	-2%	1%	-9%	-0.5%	0%	0
21	O=C(CSc1ccccn1)N1CCN(c2ccccc2)CC1
  -2%	40%	1	0%	4%	-8%	-1%	4%	-0.3%	-9%	16
22	Cc1ccc(S(=O)(=O)N2CCCCC2)cc1C(=O)N(C)CC(=O)Nc1cccc(F)c1
  nt	12%	nt	-1%	19%	-7%	2%	nt	-0.2%	nt	-5
23	COc1cc(/C=C2/SC(=O)N(CC(=O)N3CCCC3)C2=O)ccc1Oc1ccc([N+](=O)[O-])cn1
  -8%	-11%	-1	-2%	2%	4%	nt	2%	0.4%	-14%	?
24	O=C1CCC(=O)N1c1ccc(CSc2nc3ccccc3[nH]2)cc1
  4%	4%	-1	-1%	-6%	1%	-1%	2%	0.1%	0%	-15
25	CCOC(=O)C1=CN(Cc2ccco2)S(=O)(=O)N(C)C1c1cccc(OC)c1 (stereo not given)
  nt	-8%	nt	0%	-1%	0%	-2%	nt	-0.2%	nt	19
26	Cc1cccc(C)c1OCCNC(=O)CCC(=O)c1ccccc1
  nt	-12%	-4	-1%	1%	-8%	1%	1%	-0.6%	14%	-1
27	FC(F)C(F)(F)C1=CC(c2cccs2)=NCCN1
  -1%	-16%	2	-6%	8%	0%	0%	12%	-0.1%	14%	9
28	CC(=O)N1CCc2cc(S(=O)(=O)NC(C(=O)NC3CCCc4ccccc43)C(C)C)ccc21 (stereo not given)
  1%	-3%	3	2%	11%	0%	0%	2%	-0.3%	?	8
29	COc1cccc(NC(=O)CN(C)C(=O)c2ccccc2CCc2ccccc2)c1
  5%	-16%	nt	nt	-2%	1%	0%	2%	-0.3%	nt	2
30	CN(C)CCOc1nc(-c2ccccc2)nc2c1oc1ccccc12
  -1%	-23%	-2	-3%	4%	6%	-5%	-4%	0.0%	-11%	-2
31	Cc1cnc(NC(=O)CSc2nc3ccccc3s2)s1
  2%	8%	1	-4%	?	2%	-2%	-3%	0.1%	2%	10
32	CN(C)CCCNC(=O)c1ccc(CN(c2ccccc2)S(C)(=O)=O)cc1
  0%	-2%	1	-3%	1%	-9%	4%	3%	0.1%	-2%	-2
33	CCN(CC)CCCNC(=O)C1CCC(CNS(=O)(=O)c2ccc(Cl)cc2)CC1 (stereo not given)
  nt	-23%	1	-1%	5%	1%	-1%	nt	-0.2%	-10%	1
34	O=C(CSc1nnc(C2CC2)n1Cc1ccccc1)c1cc2ccccc2o1
  0%	0%	0	-8%	1%	0%	1%	-5%	-0.5%	-2%	7
35	O=C(COc1c(F)c(F)c(C(F)(F)F)c(F)c1F)Nc1ccc(N2CCOCC2)c(Cl)c1
  -2%	-5%	-4	-3%	-20%	6%	-10%	2%	0.0%	16%	-14
36	CC(C)CCNC(=S)Nc1ccccc1F
  1%	-14%	-2	-5%	8%	4%	0%	-16%	0.3%	10%	13
37	O=C(NCC(c1ccco1)N1CCOCC1)C1CCCCC1 (stereo not given)
  nt	-12%	nt	-4%	12%	-1%	4%	nt	0.2%	nt	13
38	COc1ccc(OC)c(NC(=O)CCC(=O)Oc2ccc(C)cc2)c1
  6%	20%	0	-5%	-1%	3%	-3%	1%	0.1%	-14%	10
39	O=C(Nc1ccc(Br)c2cccnc12)c1ccc(Cn2cc(Cl)cn2)o1
  nt	11%	1	-1%	7%	0%	-1%	?	-0.4%	8%	4
40	CCCC(=O)CN1C(=O)C2(OCCO2)c2ccccc21
  -2%	-1%	4	-1%	1%	-3%	2%	3%	0.2%	9%	-7
41	CC(C)(C)c1ccc(S(=O)(=O)N2CCCC2C(=O)NC2=NCCS2)cc1 (stereo not given)
  4%	-3%	6	-7%	-1%	1%	0%	-3%	0.0%	-19%	-2
